# Screening data deposited in PubChem BioAssay by several laboratories.
# PrPC TRFRET = reduces human prion protein on the cell surface | inhibition, % at 13.8 µM | P04156 | cell surface PrPC, TR-FRET read-out | 370,000 compounds, 0.43% hits; in the data active = inhibition above about 24%; also: 0% = median of the test wells and 100% = reference compound wells
# BoNT A protease = inhibitors of Botulinum neurotoxin A light chain protease; multiplex microsphere protease substrate cleavage, flow cytometry; 360,000 compounds, 0.17% hits; AID 588499; inhibition, % at 10 µM; also: plate controls were buffer without enzyme for full effect and enzyme alone for no effect
# SARS 3CLpro inh = SARS-CoV 3CLpro protease inhibition. P0C6X7. recombinant SARS-CoV 3CLpro, quenched FRET peptide cleavage. inhibition, % at 6 µM. 290,000 compounds, 0.14% hits; in the data active = inhibition above about 12%
# Vc quorum ag = induces V. cholerae light production without autoinducers | activation, % at 18.7 µM | V. cholerae BH1578 lux reporter, luminescence, 6 h | 350,000 compounds, 0.16% hits; in the data active = activation mostly above about 9.7%, no sharp cut-off; also: not every result past the cut was called active; inactives centre near 0; reference of the scale not given here
# SSB-PriA inh = K. pneumoniae PriA-SSBct interaction inhibition; AlphaScreen SSBct-PriA binding, biotinylated peptide; inhibition, % at 33 µM; 430,000 compounds, 0.6% hits; AID 1272365; in the data active = inhibition mostly above about 37%, no sharp cut-off; inactive = mostly below about 20%;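 also: plate controls were negative control peptide for no effect and reference peptide for full effect; strong numbers were not always called active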
# Y pestis TopoI = Y. pestis Topo-I inhibition via cleavage products. 360,000 compounds, 0.064% hits. activity, % at 10 µM. Y. pestis Topo-I cleavage product accumulation, plate reader; in the data active = activity above about 50%, passing the limit was not always enough; also: inactives centre near 2
# TcdB GH inh = blocks C. difficile toxin B glycohydrolase activity; P18177; 350,000 compounds, 0.24% hits; inhibition, % at 9.99 µM; TcdB glycohydrolase enzymatic assay, plate reader; in the data active = inhibition above about 10%
# Target sequence (P18177 whole entry, looked up): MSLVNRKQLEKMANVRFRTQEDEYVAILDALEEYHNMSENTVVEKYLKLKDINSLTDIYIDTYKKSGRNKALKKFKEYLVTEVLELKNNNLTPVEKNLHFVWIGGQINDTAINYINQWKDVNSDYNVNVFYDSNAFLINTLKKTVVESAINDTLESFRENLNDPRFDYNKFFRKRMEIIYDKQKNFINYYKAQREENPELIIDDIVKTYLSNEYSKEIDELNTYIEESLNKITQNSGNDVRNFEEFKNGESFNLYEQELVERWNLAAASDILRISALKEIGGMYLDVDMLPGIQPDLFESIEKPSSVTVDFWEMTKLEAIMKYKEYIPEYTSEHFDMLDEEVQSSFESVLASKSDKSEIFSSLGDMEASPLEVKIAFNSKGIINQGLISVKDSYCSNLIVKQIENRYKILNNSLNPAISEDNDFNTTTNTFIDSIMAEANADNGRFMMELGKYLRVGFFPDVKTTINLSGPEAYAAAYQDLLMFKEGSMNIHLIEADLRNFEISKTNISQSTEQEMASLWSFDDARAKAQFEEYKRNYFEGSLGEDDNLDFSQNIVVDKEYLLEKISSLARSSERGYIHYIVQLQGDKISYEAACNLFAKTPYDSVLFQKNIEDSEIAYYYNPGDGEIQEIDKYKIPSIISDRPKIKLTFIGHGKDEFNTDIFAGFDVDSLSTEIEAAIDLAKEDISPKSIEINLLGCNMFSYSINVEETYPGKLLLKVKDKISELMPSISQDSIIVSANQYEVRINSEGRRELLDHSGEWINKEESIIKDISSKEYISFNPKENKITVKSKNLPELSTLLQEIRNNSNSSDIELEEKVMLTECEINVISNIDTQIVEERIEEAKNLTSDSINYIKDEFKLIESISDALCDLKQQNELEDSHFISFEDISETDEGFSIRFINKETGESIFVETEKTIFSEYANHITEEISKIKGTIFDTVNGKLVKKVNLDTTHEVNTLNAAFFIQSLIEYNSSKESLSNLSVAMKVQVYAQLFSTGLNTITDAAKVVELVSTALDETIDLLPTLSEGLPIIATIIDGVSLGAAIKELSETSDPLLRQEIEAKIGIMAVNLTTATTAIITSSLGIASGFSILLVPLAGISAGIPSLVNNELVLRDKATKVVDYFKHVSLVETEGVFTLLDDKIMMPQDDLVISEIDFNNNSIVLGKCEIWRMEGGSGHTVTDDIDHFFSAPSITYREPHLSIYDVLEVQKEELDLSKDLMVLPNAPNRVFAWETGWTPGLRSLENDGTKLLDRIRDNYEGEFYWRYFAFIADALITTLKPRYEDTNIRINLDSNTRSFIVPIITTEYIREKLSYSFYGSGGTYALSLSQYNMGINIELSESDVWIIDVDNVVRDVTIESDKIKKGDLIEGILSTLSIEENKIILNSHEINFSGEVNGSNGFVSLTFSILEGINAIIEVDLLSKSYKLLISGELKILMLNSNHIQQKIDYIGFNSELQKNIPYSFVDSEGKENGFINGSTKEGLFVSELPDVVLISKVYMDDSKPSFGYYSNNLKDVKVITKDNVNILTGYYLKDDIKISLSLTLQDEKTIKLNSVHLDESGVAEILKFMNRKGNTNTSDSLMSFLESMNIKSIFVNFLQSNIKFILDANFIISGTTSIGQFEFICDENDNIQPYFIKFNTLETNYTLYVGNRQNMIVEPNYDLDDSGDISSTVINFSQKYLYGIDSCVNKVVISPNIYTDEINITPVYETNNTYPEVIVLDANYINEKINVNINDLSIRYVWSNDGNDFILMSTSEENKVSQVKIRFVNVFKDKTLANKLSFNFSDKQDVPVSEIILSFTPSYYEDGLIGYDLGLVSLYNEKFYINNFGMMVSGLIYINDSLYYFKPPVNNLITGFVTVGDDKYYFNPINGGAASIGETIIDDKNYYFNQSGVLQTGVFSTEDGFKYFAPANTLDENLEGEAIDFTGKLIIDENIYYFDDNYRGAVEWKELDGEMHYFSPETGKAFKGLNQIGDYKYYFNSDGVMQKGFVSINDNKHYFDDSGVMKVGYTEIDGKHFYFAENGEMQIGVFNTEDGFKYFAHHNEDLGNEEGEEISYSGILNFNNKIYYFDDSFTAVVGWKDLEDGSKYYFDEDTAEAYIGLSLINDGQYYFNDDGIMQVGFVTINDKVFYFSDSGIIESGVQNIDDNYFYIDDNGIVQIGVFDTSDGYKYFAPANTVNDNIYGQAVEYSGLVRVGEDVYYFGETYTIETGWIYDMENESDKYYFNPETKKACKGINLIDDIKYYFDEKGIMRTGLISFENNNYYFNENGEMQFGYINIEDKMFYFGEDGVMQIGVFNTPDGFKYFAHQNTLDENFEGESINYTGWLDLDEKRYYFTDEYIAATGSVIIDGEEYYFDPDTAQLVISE
# PfHsp40 rescue = rescue of PfHsp40-mediated yeast toxicity. S. cerevisiae expressing PfHsp40, growth rescue, ATP luminescence. 340,000 compounds, 0.68% hits. AID 504582. growth rescue, % at 12.5 µM; in the data active = growth rescue above about 28%, passing the limit was not always enough;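 also: yeast W303a lacking pdr1 and pdr3 grown in galactose medium; growth measured after three days at 30 °C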
# Anthrax LF prot = blocks Bacillus anthracis lethal factor protease; 360,000 compounds, 0.12% hits; AID 588501; inhibition, % at 10 µM; P15917; multiplex microsphere protease cleavage assay, LF; also: plate controls were buffer without enzyme for full effect and enzyme alone for no effect
# * marks the source's active call; other numbers are inactive results; i = inactive; · = not tested or not shown; & = joins results of further samples. Rule as the data show it, unless noted: active = inhibition above about 30%; inconclusive = no clear call, values can overlap the other calls; inactive = below that. The list is partial; the hit share may differ from the screen's.
SMILES,PrPC TRFRET,BoNT A protease,SARS 3CLpro inh,Vc quorum ag,SSB-PriA inh,Y pestis TopoI,TcdB GH inh,PfHsp40 rescue,Anthrax LF prot
CCc1c(O)nc(SCC(=O)N2CCCCC2)n(-c2ccccc2C)c1=O,·,0.2,1,i,-5,13,1.0,0.8,1
CCOc1cc(C=O)ccc1OCCn1c([N+](=O)[O-])cnc1C,-9,-0.2,2,-0.4,-5,2,1.0,2.7,1
CC(C)(C)OC(=O)NCCCCCNC(=O)c1[nH]cnc1C(=O)Nc1ccon1,-3,-0.8,·,i,-5,20,2.0,-1.3,-2
C=CCNC(=O)CN(c1ccc(F)cc1)S(=O)(=O)c1ccc(OC)cc1,0,-0.4,0,-0.7,1,3,·,1.7,-3
O=C(COC(=O)CC1c2ccccc2CCN1S(=O)(=O)c1ccc(F)cc1)Nc1ccccc1 (stereo not given),9,0.2,6,-0.4,-5,26,0.5,2.0,-2
CC(C)Cn1c(SCC(=O)NCCCN2CCCC2=O)nc2ccccc21,-2,3.1,·,i,-2,1,-0.4,0.6,-1
COc1cc(C(C(=O)NC(C)(C)C)N(C(=O)CNC(=O)c2cccs2)c2ccc(C(C)C)cc2)cc(OC)c1OC (stereo not given),1,-1.2,0,i,0,15,·,0.9,-6
COc1ccc(O)c(CN2CCC(n3nccc3NC(=O)CCOc3ccccc3)CC2)c1,-5,1.5,-1,i,15,6,0.0,0.5,2
O=C(Nc1ccc(N2CCN(Cc3ccccc3Cl)CC2)cc1)c1cccnc1,4,0.0,1,-0.7,9,20,·,-0.8,-1
COCCN(CCOC)C(=O)c1ccc(CSc2nc3ccccc3s2)cc1,8,-0.6,0,-5.0,·,21,-0.4,-0.9,-2
Cc1ccc(-n2nc(-c3ccc(OC(F)(F)F)cc3)cc2N)cc1C,0,·,9,-0.4,-2,-8,0.7,·,·
O=C(CSc1nnc(Cc2ccc3c(c2)OCO3)n1C1CCCCC1)NC1CCCC1,1,-1.0,2,-3.8,0,12,·,0.1,-7
Cc1c(C(c2ccc(O)cc2)c2c(C)n(C)n(-c3ccccc3)c2=O)c(=O)n(-c2ccccc2)n1C,-7,0.1,0,i,-2,-6,0.5,-1.2,-5
Cc1cccc(N(CC(=O)NC2CCCC2)C(=O)CCCC(=O)Nc2ccccn2)c1,-7,0.7,4,0.5,3,-3,·,-0.2,-3
O=C(/C=C(\c1ccccc1)n1cncn1)c1ccccc1,-4,-0.8,4,0.0,5,-4,0.7,-0.6,-1
COc1ccc(NC(=O)N(C)C[C@H]2Oc3ccc(NS(=O)(=O)c4cn(C)cn4)cc3C(=O)N([C@H](C)CO)C[C@@H]2C)cc1,4,0.5,·,i,-4,-1,0.6&0.4,1.4,-8
CCc1ccccc1NC(=O)c1cnc2scc(C)n2c1=O,-6,0.3,-1,·,-19,9,0.8,-0.9,-8
CCOc1ccc(OCC)c(S(=O)(=O)N2CCCCC2C)c1 (stereo not given),2,0.0,-1,12,-23,10,·,0.2,0
CCC(C)c1ccc(NC(=S)Nc2ccc(OC)c(OC)c2)cc1 (stereo not given),-10,-0.7,-3,-3.1,6,0,·,1.2,-10
Cc1cc(Br)ccc1OCC(=O)NC1CCCC1,4,1.1,1,0.5,-16,14,1.8,-0.8,-1
CCCCc1ccc(NC(=S)Nc2cccnc2)cc1,6,-1.3,2,-0.2,2,-5,1.9,-0.4,-1
CC(C)CCNC(=O)c1cc(-c2ccco2)nc2ccccc12,-2,1.8,3,-0.4,-11,13,·,0.1,4
CN1CCc2cccc(Cl)c2CC1,-6,-0.4,·,-0.3,-8,6,2.0,-2.7,2
Cc1cc(C)cc(Cn2cc(CN3CC(N4CCN(Cc5ccccc5F)CC4)CS3(=O)=O)nn2)c1 (stereo not given),-3,0.4,·,·,·,·,0.5,·,1

# Some of the entries above in a different format.
# Order of values – PrPC TRFRET	BoNT A protease	SARS 3CLpro inh	Vc quorum ag	SSB-PriA inh	Y pestis TopoI	TcdB GH inh	PfHsp40 rescue	Anthrax LF prot
> COc1ccc(NC(=O)N(C)C[C@H]2Oc3ccc(NS(=O)(=O)c4cn(C)cn4)cc3C(=O)N([C@H](C)CO)C[C@@H]2C)cc1
 : 4	0.5	·	i	-4	-1	0.6&0.4	1.4	-8
> CCc1ccccc1NC(=O)c1cnc2scc(C)n2c1=O
 : -6	0.3	-1	·	-19	9	0.8	-0.9	-8

# The main list resumes, starting 3 compounds before the break.
SMILES,PrPC TRFRET,BoNT A protease,SARS 3CLpro inh,Vc quorum ag,SSB-PriA inh,Y pestis TopoI,TcdB GH inh,PfHsp40 rescue,Anthrax LF prot
CC(C)CCNC(=O)c1cc(-c2ccco2)nc2ccccc12,-2,1.8,3,-0.4,-11,13,·,0.1,4
CN1CCc2cccc(Cl)c2CC1,-6,-0.4,·,-0.3,-8,6,2.0,-2.7,2
Cc1cc(C)cc(Cn2cc(CN3CC(N4CCN(Cc5ccccc5F)CC4)CS3(=O)=O)nn2)c1 (stereo not given),-3,0.4,·,·,·,·,0.5,·,1
O=[N+]([O-])c1cccc(-c2nn(-c3ccccc3)cc2CO)c1,2,-12,-5,-0.5,7,-8,0.1,4.0,-12
c1ccc2c(c1)nc1n2CCN1CCN1CCCC1,2,2.7,1,-0.9,6,-6,-0.3,44*,-2
CC(=O)O[C@]1(c2ccccc2)CCN(C)[C@H]2CCCC[C@@H]21,6,-1.3,-1,-0.3,-12,1,·,-0.6,7
COc1ccc(Br)cc1S(=O)(=O)N1CCOCC1,1,-0.7,0,i,-7,1,·,-1.5,2
Cc1noc(/C=C/c2ccccn2)c1[N+](=O)[O-],-34,0.5,-3,-0.2,6,-13,1.1,-0.7,-3
N#CC(C#N)=Cc1cn(-c2ncc(C(F)(F)F)cc2Cl)c2ccccc12,5,0.5,0,i,-11,-2,·,0.6,3
O=C(/C=C/c1cccc([N+](=O)[O-])c1)NCCc1ccc(F)cc1,-12,-0.1,3,-0.2,-2,-5,·,-1.9,0
O=S1(=O)CCO[C@H]2Cc3ccccc3[C@H]2N1Cc1ccccc1F,2,-0.8,1,-0.6,-11,10,1.7,-0.1,-4
CCc1ccc(NC(=O)COC(=O)/C=C/c2c(C)nn(C3CCS(=O)(=O)C3)c2Cl)cc1 (stereo not given),8,-1.1,-1,-0.3,-5,1,0.9,59*,-4
COC(=O)c1ccc2nc(-c3cccc(Cl)c3)c(CC3CCCCC3)n2c1,11,1.0,·,·,·,·,-9.3,·,-8
COC(=O)c1ccc(NC(=O)c2ccccc2NS(=O)(=O)c2ccccc2)cc1,12,-1.0,4,-0.2,-4,1,-0.3,-1.4,-3
COc1ccc(Nc2nc(NCc3ccco3)nc(N/N=C/c3ccccc3F)n2)cc1,0,-1.3,1,-0.1,·,-5,-1.0,0.9,-1
CCC(=O)c1ccc(OCC(=O)N2CCc3cc(OC)c(OC)cc3C2)cc1,-2,-0.9,3,i,-8,21,-0.4,-1.4,0
Cc1occc1C(=O)NNC(=S)Nc1ccccc1C(F)(F)F,-2,0.6,4,1.5,-2,2,1.0,-0.4,-2
O=C(O)c1cccc(NS(=O)(=O)c2ccc(S(=O)(=O)N3CCOCC3)cc2)c1,-5,0.8,-2,-1.3,1,-10,1.0,-1.3,0
CN(C)CCNc1nc(-c2ccco2)c2c(c1C#N)CC(C)(C)OC2,-14,-2.1,1,i,-24,0,·,0.7,2
CCN1C[C@@H]2[C@@H]3C(=O)N(Cc4ccccc4)C(=O)[C@@H]3[C@](Cc3ccccc3)(C(=O)OC)N2C1=NC1CCCCC1,4,0.0,·,1.1,4,16,1.9,2.1,6
COC(=O)CCNC(=O)Cn1cnc2sc3c(c2c1=O)CCCC3,-4,0.4,-3,-0.6,-4,0,1.5,-0.8,-4
O=c1[nH][nH]c2cc(=O)n(-c3ccc(Cl)cc3)nc12,-16,-0.1,3,-0.5,2,-5,-1.0,0.4,-3
Cc1ccc(S(=O)Cc2ccc(C(=O)N3CCN(C4CCCCC4)CC3)o2)cc1 (stereo not given),3,5.8,-3,-0.2,-1,-7,-7.0,-0.9,6
Fc1ccc(-c2n[nH]c(=S)n2-c2ccc3c(c2)OCCO3)cc1,-2,-1.1,1,i,9,1,5.2,-1.5,-6
CC(C)c1ccc(CN2CCSCC2)cc1,2,-0.5,2,i,-5,7,0.7,-0.6,-8
COc1ccc(Cl)cc1NC(=O)CCn1cnc2ccccc2c1=O,9,0.5,7,i,3,3,·,-2.2,2
Cc1nc2c(C#N)cnn2c2c1CCN2CC1CCCO1 (stereo not given),5,-1.1,2,-0.2,1,0,1.2,0.7,-6
N#C/C(=C\c1ccccc1)C(=O)NC1CC1,4,-1.1,-1,1.4,-3,9,0.9,0.2,-3
COc1ccc(CCNC(=O)C2CC(c3ccc([N+](=O)[O-])cc3)=NO2)cc1 (stereo not given),-32,0.3,-1,-0.2,-2,5,0.8,-1.5,-5
c1ccc(-c2onc3cc4c(cc23)OCCO4)cc1,-2,-0.5,2,0.3,-3,14,·,4.7,4
O=C(NCc1cccnc1)c1noc2c1CCCCC2,·,1.1,7,-0.3,4,-10,0.7,-1.3,0
O=C(NCCNCCO)C1(C(F)(F)F)C/C(=C\CCO)CCCO1 (stereo not given),7,-1.3,·,i,-21,8,0.6,-0.9,-6
Cc1cc(C(=O)COC(=O)C2=COCCO2)c(C)n1-c1cccc(F)c1,6,-30,·,17,6,-4,6.3,-1.0,-5
Cc1ccccc1NC1=NCCCS1,3,0.1,-3,-0.8,-3,-6,·,0.4,3
COc1cccc(-c2cnc3c(NC(C)=O)cc(-c4ccc(C(=O)NC5CC5)cc4)cn23)c1,-8,0.4,·,i,·,11,-1.0,·,-2
O=[N+]([O-])c1ccccc1S(=O)NCc1c(Cl)cccc1Cl (stereo not given),-4,-0.8,·,·,·,·,0.8,·,-11
S=C(Nc1ccccc1)N1CCN(c2ccccn2)CC1,-5,-0.4,0,i,2,6,-0.3,0.9,-1
N#CC1=C(N)SC(N)=C(C#N)C1c1c(Cl)cccc1Cl,41*,3.8,6,-3.8,-17,-5,·,-1.6,2
COc1cccc(CNC(=O)c2cc(S(=O)(=O)N3CCOCC3)ccc2N2CCCC2)c1,5,·,·,0.3,-1,2,0.1,-1.0,·
Cc1ccc(-n2ncc3c(=O)n(-c4ccc(C)c(C)c4)c(C)nc32)cc1,4,0.2,3,-0.2,-9,-3,·,-1.7,-2
COc1ccc(OC)c(S(=O)(=O)N2CCC(C(=O)NCc3ccccc3OC)CC2)c1,-2,0.1,2,-0.4,-15,12,·,1.1,0
Cc1cc(C)c(NC(=O)c2cnn(C)c2)c(C)c1,-2,1.1,3,-0.5,26,1,·,-1.4,4
COCCCNC(=O)CN(CCc1ccccc1)S(=O)(=O)c1ccccc1,-2,0.7,2,-0.3,-8,0,0.6,-0.4,-2
COCCNC(=O)/C(C#N)=C\c1ccc(CNC(=O)C(=O)Nc2ccc(C)c(C)c2)o1,6,0.4,4,-0.5,-4,7,-3.4,-1.7,-2
COc1ccc(NC(=O)c2cc(-c3ccc(C)cc3O)n[nH]2)c(OC)c1,3,2.8,0,i,-5,-9,1.0,-0.4,12
O=C1CSC(=S)N1Cc1cccs1,4,3.4,·,-3.8,-10,2,1.0,-1.2,-6
CC1CCC(NS(=O)(=O)c2cccc3nsnc23)CC1 (stereo not given),-19,0.2,0,-0.1,-2,6,0.2,2.1,2
Cc1c(C)c2ccc(OCC(=O)N3CCOCC3)c(C)c2oc1=O,0,-0.5,2,-0.3,-16,8,0.9,0.0,-4
COc1ccc(C(O)(C2CCCCC2)C(CN2CCCC2)c2ccccc2)cc1 (stereo not given),-7,1.5,2,-0.4,9,-1,0.5,-1.0,-5
COc1cc2nc(C3CCC3)n(NC(=O)C3CCCC(OC)C3)c(=O)c2cc1OC (stereo not given),0,0.4,·,-0.4,-6,8,1.4,-0.9,0
COc1ccc(CCNC(=O)CS(=O)Cc2nc(-c3ccccc3Cl)oc2C)cc1OC (stereo not given),-5,0.5,2,0.2,-4,16,1.7,-0.6,-2
Cc1ccc(S(=O)(=O)Oc2ccc(/C=N/NC(=O)c3nn(C)cc3Cl)cc2)cc1,-3,0.6,-1,0.4,·,-1,·,-0.9,-10
COc1ccc(NC(=O)COC(=O)Cc2coc3cc(OC)ccc23)c(OC)c1,6,0.4,·,i,-10,30,1.9,0.4,-2
